mIDH1 inhibitor = human IDH1 R132H inhibition; O75874; IDH1-R132H enzyme, NADPH consumption, diaphorase/resazurin fluorescence; Potency, µM (doses to about 76.6 µM), inactives show at the top dose activity change, negative = inhibition, actives largely listed as inhibitors; actives 0.093% (n = 390,000); AID 602179; further: on the % scale 0 is the no-effect control and ±100 the full control effect; nearly all actives have a fitted effect of over 65% in size
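IDH1-R132H (0.5 ug/mL) preincubated 30 min with compound, then NADPH (0.016 mM) and alpha-KG (2 mM) added; 80 min at RT, pH 7.5. Remaining NADPH coupled via diaphorase/resazurin to fluorescence (540/590 nm); concentration-response curves normalized to no-enzyme control.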
RXFP1 agonist = activates the human relaxin receptor RXFP1. Q9HBX9. HEK293T-RXFP1 cAMP TR-FRET, 30 min; response scale: percent of porcine relaxin response, buffer zero. Potency, µM (doses to about 57.5 µM), for the others: top-dose activation, actives largely listed as activators. actives 0.3% (n = 370,000); further: on the % scale 0 is the no-effect control and ±100 the full control effect; nearly all actives have a fitted effect of over 60% in size; many of its hits are not listed in these tables
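HEK293T cells stably expressing RXFP1 were pretreated with the PDE4 inhibitor Ro 20174, exposed to compounds for 30 min at 37C, lysed, and cAMP was read by TR-FRET. Data normalized to buffer (basal) and 29 nM porcine relaxin (100%).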
12-LOX inh = ALOX12 (human) lipoxygenase inhibition | purified 12hLO, xylenol orange hydroperoxide absorbance | Potency, µM (top dose mostly 108 µM), without a hit: top-dose activity change, negative = inhibition, usual class: inhibitors | actives 1.1% (n = 580,000); further: on the % scale 0 is the no-effect control and ±100 the full control effect
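Purified human 12hLO at 150 nM in 25 mM Hepes, 0.01% Triton X-100, pH 7.0, preincubated 15 min at room temperature with compound. Reaction started with 40 uM arachidonic acid, 30 min at room temperature. Hydroperoxide measured by Fe-xylenol orange, 573/405 nm absorbance ratio.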
Vif-APOBEC3F blk = blocks the Vif interaction with APOBEC3F. HeLa A3F-eYFP + Vif (tagged APOBEC3F with the HIV-1 protein that degrades it), YFP fluorescence increase. Potency, µM (series often up to 46.1 µM), inactives show at the highest dose activity, negative = active. actives 0.2% (n = 390,000). AID 602313; further: % of control where 0% means no effect; nearly all actives have a fitted effect of over 65% in size
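Fluorescence increase (Ex 488/Em 500-530) after overnight compound treatment at 37 deg C flags inhibition of Vif-driven A3F-eYFP loss in stable HeLa A3F-eYFP/Vif cells seeded overnight beforehand.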
rTrxR1 inhibitor = inhibitors of rat thioredoxin reductase 1 | recombinant rTrxR1, NADPH fluorescence consumption, selenite substrate | Potency, µM (highest dose often 114 µM), for inactives: at the highest dose activity change, negative = inhibition, usual class: inhibitors | actives 1% (n = 390,000) | AID 588453; further: on the % scale 0 is the no-effect control and ±100 the full control effect; nearly all actives have a fitted effect of over 65% in size
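Rat TrxR1 (90 nM in the dispensed reagent) was pre-reduced with 400 uM NADPH for 5 min at room temperature, then incubated with compound for 15 min. After 400 uM selenite was added, NADPH fluorescence (Ex 340/Em 450 nm) was followed for 8 min.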
TrxR1 substrate = rat thioredoxin reductase 1 substrate activity. O89049. AID 588456. Potency, µM (doses to about 114 µM), inactives show at the highest dose activity change, negative = substrate turnover. purified TrxR1 substrate turnover, NADPH consumption readout. actives 0.01% (n = 390,000); further: on the % scale 0 is the no-effect control and ±100 the full control effect; nearly all actives have a fitted effect of over 50% in size
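Rat TrxR1, dispensed at 90 nM, was prereduced with 400 uM NADPH (final) for 5 min at ~22 deg C, then incubated with compound 15 min before 400 uM selenite. A first-read NADPH fluorescence drop versus no-compound background flagged substrates.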
USP1-UAF1 inh = inhibitors of human USP1/UAF1 deubiquitinase | recombinant USP1/UAF1, Ub-Rhodamine cleavage fluorescence | Potency, µM (doses to about 57.1 µM), for inactives: at the highest dose activity change, negative = inhibition, most hits filed as inhibitors | actives 0.23% (n = 390,000); further: on the % scale 0 is the no-effect control and ±100 the full control effect; nearly all actives have a fitted effect of over 60% in size; inactives centre near -12
Target sequence (O94782 whole entry, looked up): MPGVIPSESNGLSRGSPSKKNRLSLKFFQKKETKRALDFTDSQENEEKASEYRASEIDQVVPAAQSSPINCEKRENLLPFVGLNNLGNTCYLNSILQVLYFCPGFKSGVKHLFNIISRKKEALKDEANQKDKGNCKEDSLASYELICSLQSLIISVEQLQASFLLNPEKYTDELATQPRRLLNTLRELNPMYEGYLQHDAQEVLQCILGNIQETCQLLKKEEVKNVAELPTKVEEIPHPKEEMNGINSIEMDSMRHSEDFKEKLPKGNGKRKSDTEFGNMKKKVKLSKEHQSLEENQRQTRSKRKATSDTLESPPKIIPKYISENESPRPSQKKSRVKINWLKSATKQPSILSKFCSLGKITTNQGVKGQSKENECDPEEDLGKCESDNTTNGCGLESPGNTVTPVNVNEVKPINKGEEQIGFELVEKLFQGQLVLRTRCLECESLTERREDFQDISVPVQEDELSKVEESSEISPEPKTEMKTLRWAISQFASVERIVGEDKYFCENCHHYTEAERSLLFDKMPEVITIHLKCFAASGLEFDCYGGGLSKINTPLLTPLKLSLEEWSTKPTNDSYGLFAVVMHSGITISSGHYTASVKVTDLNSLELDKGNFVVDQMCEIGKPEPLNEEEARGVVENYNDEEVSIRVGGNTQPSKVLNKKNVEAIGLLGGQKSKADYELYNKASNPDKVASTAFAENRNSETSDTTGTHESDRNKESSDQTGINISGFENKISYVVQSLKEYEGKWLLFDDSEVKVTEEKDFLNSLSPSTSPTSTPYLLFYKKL
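USP1/UAF1 complex at 1 nM was preincubated with compound for 15 min at room temperature, then Ub-Rho substrate (150nM final) was added. Fluorescence (480/540 nm) was read kinetically, 6 reads every 60 seconds.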
Vif-A3G inh = inhibitors of Vif-APOBEC3G interaction; AID 602310; HeLa A3G-eYFP + Vif (tagged APOBEC3G with the HIV-1 protein that degrades it), YFP fluorescence, overnight; actives 0.076% (n = 410,000); Q9HC16; Potency, µM (top dose mostly 46.1 µM), for the others: top-dose activity, negative = active, actives largely listed as inhibitors;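 further: on the % scale 0 is the no-effect control and ±100 the full control effect; nearly all actives have a fitted effect of over 60% in size; hits raise eYFP signal because A3G escapes Vif-driven loss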
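Read-out is eYFP fluorescence (Ex 488/Em 500-530) from Vif-expressing HeLa A3G-eYFP cells; more signal means A3G escaped Vif-mediated degradation. Cells plated overnight, compound pinned in, incubated overnight at 37 deg C.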
RGS4 inh = blocks human RGS4-accelerated GTP hydrolysis; actives 0.039% (n = 390,000); Potency, µM (doses to about 114 µM), for the others: at the top dose activity change, negative = inhibition, hits mostly inhibitors; P49798; Transcreener GDP fluorescence polarization, RGS4-accelerated GTP hydrolysis; further: on the % scale 0 is the no-effect control and ±100 the full control effect; nearly all actives have a fitted effect of over 75% in size; some results filed as inactive show a strong effect at the top dose
Target sequence (P49798 whole entry, looked up): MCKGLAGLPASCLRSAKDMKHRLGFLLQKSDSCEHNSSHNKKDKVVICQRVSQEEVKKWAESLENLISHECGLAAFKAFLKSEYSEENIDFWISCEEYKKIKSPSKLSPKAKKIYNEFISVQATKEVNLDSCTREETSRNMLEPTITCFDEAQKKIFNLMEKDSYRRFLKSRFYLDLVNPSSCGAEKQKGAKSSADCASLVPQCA
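MLSMR compounds (23 nl, pin-transferred) preincubated 10 min at room temperature with a 500nM (2x) first reagent, then RGS4 at 900nM (2x) plus Transcreener GDP mix added; fluorescence polarization (620/688 nm) read before and after 90 min at 30 °C.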
* hit, by the source's call; u = inconclusive; x = not tested or not shown; [ ] = another dose, or the depositor's remark. The call rests on the fitted dose curve; in most records, active means well fitted curve in the direction sought with a large enough effect; inconclusive means small, poorly fitted or top-dose-only effect, or another doubt; inactive means no such curve, though single readings can be large; an effect the other way counts as inactive or inconclusive. Potency means the concentration at half of the fitted maximal effect.

SMILES	mIDH1 inhibitor	RXFP1 agonist	12-LOX inh	Vif-APOBEC3F blk	rTrxR1 inhibitor	TrxR1 substrate	USP1-UAF1 inh	Vif-A3G inh	RGS4 inh
C[C@H](CO)N1C[C@H](C)[C@@H](CN(C)Cc2ccc(C(=O)O)cc2)Oc2c(NS(=O)(=O)c3cccs3)cccc2C1=O	-3%	x	0%	1%	3%	5%	-23%	-1%	-10%
COC(CNc1ncnc2sc(-c3ccccc3)cc12)OC	13%	5.8%	1%	1%	3%	34%	-29%	1%	8%
CCN(CC)c1ccc(NC(=O)COc2ccc(C)cc2)cc1	3%	-1.1%	u	-4%	17%	4%	-14%	3%	-38%
Cc1ccc([N+](=O)[O-])cc1S(=O)(=O)NCCc1c(C)[nH]c2ccccc12	5%	5.1%	-27%	-15%	0%	-11%	-21%	-21%	-16%
Cc1noc(C)c1COc1ccc(C(=O)OC(C)C(=O)Nc2ccc(S(=O)(=O)N3CCOCC3)cc2)cc1 (stereo not drawn)	-5%	-0.6%	19%	5%	-3%	-2%	-24%	-1%	11%
CCOc1ccc2c(c1)C(NC(C)=O)C(=O)N2CCN1CCOCC1 (stereo not drawn)	29µM*	1.2%	0%	0%	10%	7%	-19%	-1%	u
COc1ccc(/C=C/C(=O)OCC(=O)Nc2ccc(OC)c(S(=O)(=O)N3CCCCC3)c2)cc1	3%	-0.1%	1%	-5%	9%	1%	-20%	0%	-19%
O=C(CN(Cc1ccc(Br)cc1)S(=O)(=O)c1ccccc1)NCc1cccnc1	17%	0.2%	-10%	4%	-10%	-7%	-6%	-5%	12%
CCn1c(SCC(=O)Nc2cc(C)on2)nnc1-c1ccc(OC)cc1	11%	-3.0%	-12%	-8%	5%[57.1 µM]	4%[57.1 µM]	-3%	-4%	19%
O=C(CCOc1ccccc1)Nc1ccnn1C1CCN(Cc2ccc(O)cc2)CC1	-8%	-0.2%	-12%	1%	u	1%	-13%	-1%	19%
CCOC(=O)c1nnc(-c2ccc(C)cc2)nc1Sc1ccc(Cl)cc1	3%	-0.3%	-7%	0%	-6%	-13%	-13%	-1%	-9%
COc1cccc(OC)c1C(=O)Nn1c(-c2cccs2)nc2ccccc2c1=O	12%	0.9%	-11%	0%	1%	-5%	-18%	-1%	6%
O=C1C(O)CCN1Cc1ccccc1 (stereo not drawn)	-2%	x	15%	u	-2%[2.29 µM]	7%[57.1 µM]	8%	-1%	8%
CCn1c2ccc(/C(C)=N\O)cc2c2cc(/C(C)=N\O)ccc21	1%	6.6%	u	2%	12%[57.1 µM]	9%[57.1 µM]	-18%	-6%	-8%[11.4 µM]
O=S(=O)(Nc1ccc(-c2nc3cccnc3s2)cc1)c1ccccc1F	0%	17%	11%	-2%	24%	138%[activator]	-22%	-2%	-7%
Cc1nc(S(=O)(=O)c2cccc(Cl)c2)nc2c1CCC2	1%	1.0%	0%	-7%	-8%	4%	-13%	-1%	-18%
O=C(O)c1cccc(-c2ccc(/C=N/n3cnnc3)o2)c1	-7%	0.7%	u	-1%	-2%	-15%	-18%	0%	16%
COP(=O)(OC)c1nc(-c2ccc(C)cc2)oc1N1CCCCC1	-11%	11%	0%	2%	43%[activator][57.1 µM]	184%[activator][57.1 µM]	-27%	0%	12%
Cc1ccc(/C=C/C(=O)OCC(=O)Nc2ccc3[nH]c(=O)[nH]c3c2)o1	6%	-0.1%	-24%	3%	u	0%	-10%	5%	-41%
Cc1ccc(C)c(Nc2nc3c(S(=O)(=O)c4ccccc4)nnn3c3ccccc23)c1	3%	-0.5%	10%	4%	-8%	3%	-4%	0%	16%
CC(OC(=O)c1ccccc1NCCO)C(=O)NC1CCCCC1C (stereo not drawn)	1%	2.5%	6%	2%	-4%	216%	8%	-1%	-36%
CCn1cc2nc(SCc3ccccc3)n(Cc3ccc(C)cc3)c(=O)c2n1	0%	0.1%	-22%	7%	9%[57.1 µM]	-3%[57.1 µM]	-15%	5%	-7%
COc1ccc(-c2cc3nc(C)c(CCC(=O)NCc4ccco4)c(C)n3n2)c(OC)c1	-1%	3.7%	0%	0%	-8%[57.1 µM]	22%[57.1 µM]	-16%	1%	-15%
Cc1nn(C(C)(C)C)c(OC(=O)c2ccc(Br)o2)c1Sc1ccccc1	7%	0.1%	u	-7%	17%[57.1 µM]	0%	-13%	0%	13%
CC1CCN(c2ccc3nnc(CCC(=O)Nc4ccc(F)cc4)n3n2)CC1	0%	1.2%	-2%	5%	16%	-1%	-6%	-4%	17%[11.4 µM]

A second format for part of the listing above.
Under each structure: mIDH1 inhibitor	RXFP1 agonist	12-LOX inh	Vif-APOBEC3F blk	rTrxR1 inhibitor	TrxR1 substrate	USP1-UAF1 inh	Vif-A3G inh	RGS4 inh
Cc1nc(S(=O)(=O)c2cccc(Cl)c2)nc2c1CCC2
    1%	1.0%	0%	-7%	-8%	4%	-13%	-1%	-18%
Cc1ccc([N+](=O)[O-])cc1S(=O)(=O)NCCc1c(C)[nH]c2ccccc12
    5%	5.1%	-27%	-15%	0%	-11%	-21%	-21%	-16%

Further entries:
SMILES	mIDH1 inhibitor	RXFP1 agonist	12-LOX inh	Vif-APOBEC3F blk	rTrxR1 inhibitor	TrxR1 substrate	USP1-UAF1 inh	Vif-A3G inh	RGS4 inh
Cn1c(NCc2cc(Br)ccc2O)nc2ccccc21	5%	-1.3%	0%	x	1%	-5%	-16%	1%	25%
Cc1cccc(OCC(=O)Nc2ccccc2C(=O)OCc2cc(=O)n3nc(C4CC4)sc3n2)c1	13%	3.7%	-13%	3%	11%[57.1 µM]	1%[57.1 µM]	-23%	6%	-2%
CSCCC(NC(=O)c1ccco1)C(=O)Nc1ccc(C)c(S(=O)(=O)N2CCOCC2)c1 (stereo not drawn)	3%	1.4%	-5%	9%	-18%	-15%	-10%	0%	17%
CS(=O)(=O)c1ccc(Cl)c(NC(=O)COC(=O)c2ccc(-n3cnnn3)cc2)c1	0%	1.2%	u	-4%	13%	1%	1%	-2%	-54%
Cn1c(=O)cc(SCC(=O)Nc2ccccn2)c2ccccc21	4%	8.5%	-10%	-12%	-10%	-6%	0%	4%	-22%
Cc1c(Cc2c(C)n(C)n(-c3ccccc3)c2=O)c(=O)n(-c2ccccc2)n1C	0%	2.1%	17%	6%	2%	0%	-1%	1%	31%
COc1cc(C2CC(=O)c3cnc(N4CCN(Cc5ccccc5)CC4)nc3C2)cc(OC)c1OC (stereo not drawn)	0%	5.0%	7%	-8%	20%[57.1 µM]	-5%[57.1 µM]	-6%	u	1%
CN(C)C(CNC(=O)c1ccccc1OCc1ccc(Cl)cc1)c1ccco1 (stereo not drawn)	-1%	1.1%	u	0%	4%[57.1 µM]	0%[57.1 µM]	-4%	-1%	19%
CC(C)n1c(O)c(N=Nc2ccccn2)c2ccccc21	2%	1.7%	-16%	u	8%[57.1 µM]	4%[57.1 µM]	-11%	-7%	5%
COc1ccc(C2=CC(=O)C[C@H](c3ccc4c(c3)OCO4)C2)cn1	-5%	0.7%	u	-6%	-3%	-5%	-22%	1%	-21%
COCCNc1nc(C(C)(C)C)nc2c1nnn2Cc1ccccc1Cl	2%	4.4%	15%	u	15%[57.1 µM]	11%[57.1 µM]	-21%	2%	-9%
COc1ccccc1/C=C/CN1CCNC(=O)C1CC(=O)NCCc1cnccn1 (stereo not drawn)	0%	-0.7%	0%	5%	u	-8%	-13%	1%	-16%
Cc1cc(C)n(CCC(=O)N/N=C/c2ccc(O)cc2O)n1	17%	0.1%	-8%	2%	3%[57.1 µM]	-7%	-2%	-3%	3%
Cc1c([N+](=O)[O-])c(C/C=N/O)nn1C	4%	0.4%	106%[activator]	0%	16%[57.1 µM]	10%[57.1 µM]	-14%	0%	-2%
CCn1c(SCC(=O)Nc2nnc(C)s2)nnc1-c1ccncc1	2%	4.0%	-3%	2%	-12%[57.1 µM]	2%[57.1 µM]	-3%	2%	20%
CCCCOC(=O)c1ccc(NC(=O)c2c(OC)cccc2OC)cc1	-2%	0.2%	-16%	1%	-3%	-16%	-15%	4%	9%[11.4 µM]
CC(=O)N1CCCc2cc(S(=O)(=O)N(C)CC(=O)Nc3cccc(Cl)c3C)ccc21	45%[activator]	1.5%	-1%	4%	15%[57.1 µM]	0%[57.1 µM]	-8%	-2%	8%
COC(=O)/C=C1\NC(=O)C(C)S1 (stereo not drawn)	0%	0.3%	-12%	-13%	18%[57.1 µM]	8%[57.1 µM]	8%	5%	-5%
O=C(COc1cccnc1[N+](=O)[O-])Nc1ccc(Cl)cc1F	-9%	x	-14%	-6%	26%	3%	-23%	1%	10%
Cc1ccc([C@@H]2CC=C(C(=O)O)[C@H](c3ccc(Br)cc3)N2S(=O)(=O)c2ccc(C)cc2)cc1	3%	x	u	-4%	4%	0%	u	-5%	-34%
O=C1CCCc2ccccc2N1	4%	1.0%	-1%	0%	14%	1%	-7%	0%	-11%
Cc1noc(-c2ccc(-c3noc(-c4ccc([N+](=O)[O-])c(C)c4)n3)cc2)n1	17%	-0.4%	-12%	4%	6%[57.1 µM]	-4%[57.1 µM]	-5%	-1%	-16%
COCCNC(=O)c1cccc2c1-c1ccccc1C2=O	5%	-0.4%	0%	3%	6%[57.1 µM]	9%[57.1 µM]	-15%	1%	-17%
Cc1cccc(Cl)c1NC(=O)N1CCCN(c2ncccc2[N+](=O)[O-])CC1	1%	0.0%	496%[activator]	14%	3%[57.1 µM]	-11%	-3%	0%	-18%

Some of the compounds tested (hit frequency here may not be typical).
